Screens from PubChem.
S100A4 inh HTS: blocks human S100A4 binding to myosin IIA peptide. P26447. S100A4/TAMRA-MyoIIA peptide fluorescence polarization. inhibition, % at 10.7 µM. 0.14% of 360,000 active. AID 652163;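 active means mean inhibition of at least 70% across replicates, with every replicate also reaching that level; inconclusive means mean inhibition reaches 70% but some replicates fall short; inactive means mean inhibition below 70%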
Target sequence (P26447 whole entry, looked up): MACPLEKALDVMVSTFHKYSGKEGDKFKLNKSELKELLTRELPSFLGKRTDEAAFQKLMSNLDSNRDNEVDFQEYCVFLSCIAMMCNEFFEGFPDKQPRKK
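Test system: S100A4 monomer protein; Medium: HEPES pH 7.2 with CaCl2, KCl, NaCl, DTT, Triton; Probe or stimulus: TAMRA-labelled myosin IIA heavy-chain peptide probe, 5 nM; Doses: one dose per compound; Times: polarization read 5 min after assay mix addition, stable 5–60 min; Benchmarks: neutral control DMSO, positive control TFP.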
E-selectin induc: induces E-selectin expression in human endothelial cells; P16581; HUVEC E-selectin immunofluorescence imaging; normalized: neutral wells 0, TNF-alpha wells 100; activation, % at 7.58 µM; 0.37% of 260,000 active; AID 686992;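 active means mean E-selectin-positive cell signal at least 10% of the positive control, reached in at least 60% of replicates, without over 20% cell loss; inconclusive means no rule given, readout overlaps actives, possibly toxicity-flagged; inactive means the rest, including those meeting only one limit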;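 further: in these data hits start at about 27%; measured in HUVEC primary endothelial cells; signal is the percent of cells scored E-selectin positive by PE staining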
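Test system – human umbilical vein endothelial cells (HUVEC), E-selectin induction · Input – 3,000 HUVEC seeded per well · Buffer or medium – EGM-2, gelatin · Compound dosing – single-point compound dose · Detection – immunofluorescence imaging · Measure – percent E-selectin-positive cells · Controls – TNF-alpha high, DMSO low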
ERp5 inh: inhibitors of human ERp5 | inhibition, % at 9.99 µM | 0.05% of 350,000 active | Q15084 | ERp5 insulin aggregation, absorbance 650 nm, 90 min;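 active means mean replicate inhibition above about 25%, with every replicate also reaching it, limit read from the data, passing the limit was not always enough; inconclusive means only one of those two criteria met; inactive means neither criterion met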
RAD52 inh: blocks human RAD52 DNA annealing; P43351; recombinant RAD52 DNA annealing, FRET fluorescence; inhibition, % at 18.7 µM; 0.46% of 360,000 active; AID 651710;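 active means every replicate showing at least 50% inhibition; inconclusive means mean inhibition at least 50% but not in every replicate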
RAD54 branch: blocks human RAD54 Holliday junction branch migration. Q92698. FAM/BHQ fluorescence. inhibition, % at 10.4 µM. 0.14% of 360,000 active;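 active means mean normalized replicate activity at least 40 and at least half of replicates scoring 40 or more; inconclusive means only one of the two criteria met; inactive means mean below 40 and under half of replicates reaching 40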;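 further: 0% = median of neutral control wells and 100% = median of positive control wells; inhibitors cause a drop in the FAM fluorescence signal; in these data hits start at about 50%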
Target sequence (Q92698 whole entry, looked up): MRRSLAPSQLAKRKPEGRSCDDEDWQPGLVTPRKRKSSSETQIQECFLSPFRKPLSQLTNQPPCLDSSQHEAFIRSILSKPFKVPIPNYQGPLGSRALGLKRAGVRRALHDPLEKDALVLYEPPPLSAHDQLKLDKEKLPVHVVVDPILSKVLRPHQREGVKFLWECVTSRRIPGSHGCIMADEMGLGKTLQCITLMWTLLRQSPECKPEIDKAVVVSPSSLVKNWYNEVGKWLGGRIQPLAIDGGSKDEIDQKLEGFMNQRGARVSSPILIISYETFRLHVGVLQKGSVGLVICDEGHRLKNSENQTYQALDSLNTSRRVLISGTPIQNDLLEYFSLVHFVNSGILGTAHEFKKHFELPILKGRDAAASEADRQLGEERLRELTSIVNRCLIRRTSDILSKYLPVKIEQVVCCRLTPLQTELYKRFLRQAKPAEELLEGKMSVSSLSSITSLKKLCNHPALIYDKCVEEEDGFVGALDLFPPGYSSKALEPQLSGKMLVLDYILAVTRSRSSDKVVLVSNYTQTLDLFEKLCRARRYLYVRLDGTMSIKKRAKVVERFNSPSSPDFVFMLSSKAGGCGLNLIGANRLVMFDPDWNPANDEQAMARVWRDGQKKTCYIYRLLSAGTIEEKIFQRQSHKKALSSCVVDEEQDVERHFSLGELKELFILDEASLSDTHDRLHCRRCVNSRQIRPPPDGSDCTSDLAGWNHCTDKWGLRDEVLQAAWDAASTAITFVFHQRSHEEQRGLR
XiGFP reactiv: reactivates the inactive X chromosome in mouse fibroblasts | AID 743238 | XiGFP mouse fibroblasts, % GFP-positive cells imaging, 3 d; cells co-treated with 5-aza-dC sensitizer; scaled so ellipticine positive control = 100% | 0.055% of 360,000 active | activation, % at 7.58 µM;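 active means mean normalized replicate activation at least 10% and every replicate at or above 10%; inconclusive means only one of the two criteria met; inactive means mean below 10% and not all replicates reach 10%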;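 further: 0% = median of on-plate neutral control wells and 100% = ellipticine 6 µM median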
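System: SV40-immortalized XiGFP fibroblast cells, line 68-5-11 / Incubation: 3-day compound exposure, then 15 min fixation at room temperature / Compound: single concentration per compound, delivered by pin transfer / Buffer or medium: DMEM plus 5-aza-dC sensitizer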
esBAF inh: SWI/SNF esBAF complex inhibition. mouse ES cells, Bmi1-luciferase knock-in reporter, 24 h; 100% = twice the neutral-well signal. reporter increase, % at 12.5 µM. 2% of 350,000 active. AID 602393; in the data active means activation above about 40%; inconclusive means no clear call, values can overlap the other calls;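 further: 0% = median of the plate's neutral control wells and 100% = double that signal; a rise in the Bmi1 reporter signal indicates esBAF inhibition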
ERAP1 inh: inhibitors of human ERAP1 aminopeptidase; Q9NZ08; recombinant ERAP1, Leu-AMC fluorescence, 60 min; inhibition, % at 10.7 µM; 0.15% of 340,000 active; AID 652197;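 active means mean replicate inhibition of at least 30%, or all replicates individually reaching that 30% level; inactive means mean below 30% and not every replicate reaching it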;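 further: 0% = neutral control wells and 100% = L-leucinethiol positive control wells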
Active calls of the source: *; ? = inconclusive; / = no result given.

SMILES	S100A4 inh HTS	E-selectin induc	ERp5 inh	RAD52 inh	RAD54 branch	XiGFP reactiv	esBAF inh	ERAP1 inh
O=C(C[C@H]1CC[C@@H](NS(=O)(=O)c2ccc(F)cc2)[C@H](CO)O1)N1CCN(c2ccccc2)CC1	11	0.2	0	-9	-5	0.2	3	0
CCCCC(=O)Nc1ccc(C(=O)Nc2nnc(COC)s2)cc1	-2	/	5	-8	1	/	6	1
CCOC(=O)NN1C(=O)c2ccccc2NC1c1ccccn1 (configuration not stated)	0	-0.7	6	-1	-4	0.4	1	1
O=C(N/N=C/c1ccsc1)C1CC1	-3	/	3	-9	/	0.0	/	0
COc1ccc(/C=N/N2C(=O)C3C4C=CC(CC4)C3C2=O)c(OC)c1 (configuration not stated)	-4	/	-1	-7	/	0.3	/	3
CN(C[C@@H]1[C@@H](c2ccccc2)[C@H](CO)N1CC1CC1)C(=O)c1cccc(F)c1	/	-0.1	/	/	-6	0.0	-8	/
C=CCN(c1ccccc1C(=O)NCC(=O)O)S(=O)(=O)c1ccc(C)cc1	-3	0.1	1	-4	/	2.0	/	0
C[C@@H]1CN([C@@H](C)CO)C(=O)c2cc(NC(=O)Nc3ccc(C(F)(F)F)cc3)ccc2O[C@H]1CN(C)C(=O)Nc1cccc2ccccc12	/	0.7	/	/	-2	0.6	2	/
Cc1ccc(-n2nc3c(=O)n(CC(=O)NCCCc4ccccc4)nc(C)c3c2C)cc1	3	0.1	/	6	-3	-0.1	-5	0
N=c1sccn1CC(=O)Nc1ccc(SC(F)F)cc1	3	1.6	4	2	-1	0.0	-2	6
O=C(Nc1ccc(F)c(Cl)c1)c1csc([C@H]2C[C@H](O)[C@@H](CO)O2)n1	-2	0.0	-3	-5	0	0.0	88*	-1
OC(CCc1cccc(Cl)c1)c1cccs1 (configuration not stated)	5	0.0	3	-66	/	0.0	/	-1
C[C@H](CO)N1C[C@H](C)[C@H](CN(C)C(=O)Nc2cccc3ccccc23)OCCCC[C@H](C)Oc2ccc(NC(=O)Cc3ccccc3)cc2C1=O	-4	-0.1	0	-11	2	-0.6	8	0
CO[C@@H]1CN(C)C(=O)c2cc(NC(=O)C3CCCCC3)ccc2OC[C@@H](C)N(C(=O)c2ccccc2)C[C@@H]1C	-6	0.1	-2	8	-14	-0.1	-3	0
C[C@H]1CN([C@@H](C)CO)C(=O)c2cc(-c3cccc(C#N)c3)cnc2O[C@@H]1CN(C)Cc1ccncc1	2	0.3	-2	1	-3	-1.2	-2	0
CO[C@H]1CC[C@H]2CCOc3c(C#N)cccc3C(=O)N(C)C[C@H](OC)[C@@H](C)C(=O)N(C)C[C@H]1O2	16	0.0	6	-8	-1	0.2	-1	-4
O=C(c1cccc(F)c1)N1CC[C@H]2[C@H](CO)Nc3ccc(-c4ccccc4F)cc3[C@H]21	/	0.8	/	/	3	0.6	6	/
Cc1ccc(NC(=O)/C(Cl)=C\c2ccccc2)cc1	-4	/	1	-6	-4	-0.1	-38	-1
C[C@@H]1CCCCO[C@H](CN(C)Cc2ccc(Cl)c(Cl)c2)[C@@H](C)CN([C@H](C)CO)C(=O)c2cc(NC(=O)Cc3ccccc3)ccc2O1	12	-0.2	2	-15	12	-1.0	-7	0
CCOC(=O)C1(C)CCN1C(=O)CSc1ccccc1 (configuration not stated)	12	0.0	7	-17	0	0.2	-4	1
Cc1ccc(-n2nc(C(=O)O)c(C)c(C#N)c2=O)cc1Cl	-3	1.1	4	-17	-5	0.0	-2	0
COCCN(Cc1nc2ccccc2c(=O)[nH]1)C(=O)c1cccc(S(=O)(=O)N2CCCC2)c1	-5	-0.8	2	-8	-3	0.3	7	-4
C[C@@H]1CN([C@H](C)CO)C(=O)c2cc(NC(=O)Nc3ccccc3)ccc2O[C@@H]1CN(C)C(=O)Nc1ccccc1	-2	0.0	6	12	-4	0.4	-2	0
CCOC(=O)Cc1ccc(Nc2nc3cc(-c4ccccc4C)sc3c(=O)n2C)cc1	-4	2.6	3	-21	8	0.0	-1	-2
Cc1cc(OC(=O)c2ccccc2C(F)(F)F)c([N+](=O)[O-])c(=O)[nH]1	2	1.6	5	-9	-2	0.5	-5	-8

Quoted at random: two compounds from above.
SMILES	S100A4 inh HTS	E-selectin induc	ERp5 inh	RAD52 inh	RAD54 branch	XiGFP reactiv	esBAF inh	ERAP1 inh
C[C@@H]1CCCCO[C@H](CN(C)Cc2ccc(Cl)c(Cl)c2)[C@@H](C)CN([C@H](C)CO)C(=O)c2cc(NC(=O)Cc3ccccc3)ccc2O1	12	-0.2	2	-15	12	-1.0	-7	0
O=C(c1cccc(F)c1)N1CC[C@H]2[C@H](CO)Nc3ccc(-c4ccccc4F)cc3[C@H]21	/	0.8	/	/	3	0.6	6	/

Following part.
SMILES	S100A4 inh HTS	E-selectin induc	ERp5 inh	RAD52 inh	RAD54 branch	XiGFP reactiv	esBAF inh	ERAP1 inh
O=S1(=O)CC(N2CCN(c3ccccn3)CC2)CN1Cc1ccc(F)cc1 (configuration not stated)	47	2.1	4	-8	0	/	-7	-1
CCOc1ccc(NC(=O)N2CCc3ccccc3C2)cc1	-3	0.2	7	-8	7	-0.2	?	-1
O=C(C1CCCC1)N1CC2(C1)[C@@H](c1ccccc1)[C@@H](CO)N2CCC(F)(F)F	7	-0.1	6	-11	/	0.0	/	-1
COc1ccc2[nH]c3c(c2c1)CCN1C(=O)C(CC(=O)NCCc2ccccn2)C[C@H](C(=O)N2CCCCC2)[C@@]31CCc1ccccc1 (some centres not stated)	8	-0.1	7	-10	-14	0.3	20	0
CCOC(=O)N1CCN(C(=O)c2ccccc2NC(=O)c2ccc(Br)cc2)CC1	-59	0.2	0	-9	/	0.3	/	0
Cc1ccc(S(=O)(=O)N(C)C[C@H]2Oc3ccc(NC(=O)c4ccncc4)cc3C(=O)N([C@H](C)CO)C[C@H]2C)cc1	-1	3.1	0	-10	2	-0.9	-5	0
CCC(=O)N1CCC1(C)C(=O)Nc1cc(OC)ccc1OC (configuration not stated)	51	-0.3	3	0	-2	0.2	-3	2
O=C(COc1ccc2c(-c3ccccc3)cc(=O)oc2c1)Nc1ccc(CN2CCOCC2)cc1	-1	0.1	9	-1	5	0.0	-3	-1
N#CCCn1cc(C(N)=O)c(-c2ccc3ccccc3c2)n1	-1	-0.1	1	-14	-19	0.3	-2	/
COc1cc(-c2nc3ccccn3c2/N=C/c2ccc(F)cc2)ccc1O	1	/	5	-8	-4	0.0	-8	4
CCCc1ccc2oc(C(=O)NCCc3cnn(C)c3)c(C)c2c1	-4	0.0	-3	-12	-5	0.0	47*	-3
O=C(Nc1cccc([N+](=O)[O-])c1)c1cc(S(=O)(=O)Nc2ccccn2)ccc1Cl	0	0.4	3	-23	4	0.4	0	1
CC(=O)N1CCN(c2c(F)c(F)c(C(F)(F)F)c(F)c2F)CC1	-3	/	-2	2	/	0.0	/	-3
C[C@H](CO)N1C[C@H](C)[C@@H](CN(C)Cc2cccc(C(F)(F)F)c2)OCc2ccccc2-c2c(n(C)c3ccccc23)C1=O	-6	0.6	/	-10	/	0.4	/	/
COc1ccc(NC(=O)CCCNC(=O)Cn2cnc3sc(C)c(C)c3c2=O)c(OC)c1	-12	/	-8	-10	7	0.0	3	-3
CN(C)S(=O)(=O)c1cc(NC(=O)CN2CCNC(=O)C2)ccc1Cl	-8	-1.8	-2	-5	2	0.5	/	2
COc1ccc(Nc2cc(C(=O)N3CCc4ccccc4C3)c3ccccc3n2)c(OC)c1	3	-0.8	0	-7	-6	0.0	15	-2
CC(=O)Nc1ccc(S(=O)(=O)N2CCN(C(=O)c3ccco3)CC2)cc1	-3	/	-3	-7	-16	0.0	-6	-1
Cc1cnc(C(=O)NCCc2ccc(Cl)cc2)cn1	2	-0.4	1	-10	1	0.0	38	-2
COCCn1c(N2CCN(c3ccccc3)CC2)nc2c1c(=O)n(C)c(=O)n2C	6	-0.2	0	-3	-1	0.1	-1	1
Clc1cccc(OCCCCN2CCCCC2)c1	0	2.6	-3	-1	-2	0.4	-10	0
O=C(Nc1ccccc1)N1C[C@H]2[C@@H](c3ccccc31)[C@H](CO)N2C(=O)c1ccncc1	3	1.1	-5	7	20	0.0	27	0
CC(C)CC1Nc2ccc(C(=O)NCCCN3CCOCC3)cc2NC1=O (configuration not stated)	-4	-0.1	1	-13	0	0.1	-1	-5
COc1cccc(NC(=O)[C@H](Cc2c[nH]c3ccccc23)NC(=O)[C@@H]2Cc3ccccc3CN2)c1	-1	/	-4	13	-21	/	18	-4
CCCNC(=O)[C@@H]1[C@@H](CO)[C@@H]2Cn3c(ccc(-c4cccnc4)c3=O)[C@@H]2N1Cc1cocn1	6	-0.2	-4	-3	/	0.0	/	-1
Further results follow:
SMILES	S100A4 inh HTS	E-selectin induc	ERp5 inh	RAD52 inh	RAD54 branch	XiGFP reactiv	esBAF inh	ERAP1 inh
O=C(COC(=O)c1cc(S(=O)(=O)Nc2ccccc2Cl)ccc1O)Nc1ccc(F)c(F)c1F	-1	/	3	-11	1	0.1	-4	1
O=C(Nc1cccc2ccccc12)c1ccccc1Cl	-2	0.1	1	-8	-7	0.0	8	-1
Cc1ccc(-c2csc(C(C)(O)c3cccc(F)c3)n2)cc1C (configuration not stated)	-3	-0.4	-6	9	-16	-0.1	-2	-1
CCOC(=O)Cn1cnc2scc(-c3ccc(C)cc3)c2c1=O	-3	/	3	-9	2	0.0	5	-1
CCC(=O)N(C)C[C@H]1Oc2cc(C#CCN(C)C)ccc2S(=O)(=O)N([C@@H](C)CO)C[C@H]1C	-1	0.2	-2	6	-1	-0.4	-1	3
c1ccc(CNc2c(-c3cccc(SC4CCCCC4)c3)nc3ccccn23)cc1	-4	-0.3	-2	-13	2	0.1	-9	1
CCN(CC)c1nc(NN)nc(Nc2ccc(C)c(Cl)c2)n1	-2	/	/	4	/	0.2	/	2
COc1ccc(NC(=O)CCS(=O)(=O)c2ccc3c(c2)oc(=O)n3C)cc1OC	-9	1.6	-2	-3	/	0.2	-1	-2
CCS(=O)(=O)c1ccc(O)c(NC(=O)/C=C/c2ccccc2)c1	0	0.2	1	-4	/	0.2	/	-1
C[C@@H]1CN([C@@H](C)CO)C(=O)c2cc(/C=C/c3ccccc3)cnc2O[C@H]1CN(C)C(=O)c1cccnc1	2	0.0	-1	3	4	0.0	1	-3
O=C(COC(=O)c1cc(S(=O)(=O)N2CCOCC2)ccc1Cl)NCc1ccco1	1	/	-3	0	-1	0.1	-2	-1
Cc1noc(C)c1NC(=O)Nc1cccc2c1O[C@@H](CN(C)CC1CC1)[C@H](C)CN([C@@H](C)CO)C2=O	2	-0.2	4	-6	-11	0.3	1	-1
C[C@H](CO)N1C[C@H](C)[C@H](CN(C)Cc2ccc(C(F)(F)F)cc2)Oc2ccc(NC(=O)C3CC3)cc2CC1=O	0	-0.1	2	10	-2	0.1	-3	0
COc1ccc(NC(=O)c2cccnn2)cc1	2	/	2	-8	-4	0.1	19	4
O=C(O)c1cccc(-c2csc(C(O)c3cccc(Cl)c3)n2)c1 (configuration not stated)	-3	0.2	-13	-18	-9	0.0	48*	-6
COc1ccc(Cl)cc1NC(=O)CCNC(=O)OCc1ccccc1	-1	/	1	-4	/	-0.1	/	5
